WRN inhibitor: qHTS for Inhibitors of WRN Helicase; WRN helicase unwinding, fluorescent forked duplex, kinetic; Potency, µM (top dose mostly 114 µM), without a hit: at the top dose activity change, negative = inhibition, actives largely listed as inhibitors; hit rate 0.46% among 360,000; also: potency is read from the fitted curve at half-maximal effect; % is scaled to controls: 0 for no effect and ±100 for the full control effect; nearly all actives have a fitted effect of over 55% in size
Target sequence (Q14191 whole entry, looked up): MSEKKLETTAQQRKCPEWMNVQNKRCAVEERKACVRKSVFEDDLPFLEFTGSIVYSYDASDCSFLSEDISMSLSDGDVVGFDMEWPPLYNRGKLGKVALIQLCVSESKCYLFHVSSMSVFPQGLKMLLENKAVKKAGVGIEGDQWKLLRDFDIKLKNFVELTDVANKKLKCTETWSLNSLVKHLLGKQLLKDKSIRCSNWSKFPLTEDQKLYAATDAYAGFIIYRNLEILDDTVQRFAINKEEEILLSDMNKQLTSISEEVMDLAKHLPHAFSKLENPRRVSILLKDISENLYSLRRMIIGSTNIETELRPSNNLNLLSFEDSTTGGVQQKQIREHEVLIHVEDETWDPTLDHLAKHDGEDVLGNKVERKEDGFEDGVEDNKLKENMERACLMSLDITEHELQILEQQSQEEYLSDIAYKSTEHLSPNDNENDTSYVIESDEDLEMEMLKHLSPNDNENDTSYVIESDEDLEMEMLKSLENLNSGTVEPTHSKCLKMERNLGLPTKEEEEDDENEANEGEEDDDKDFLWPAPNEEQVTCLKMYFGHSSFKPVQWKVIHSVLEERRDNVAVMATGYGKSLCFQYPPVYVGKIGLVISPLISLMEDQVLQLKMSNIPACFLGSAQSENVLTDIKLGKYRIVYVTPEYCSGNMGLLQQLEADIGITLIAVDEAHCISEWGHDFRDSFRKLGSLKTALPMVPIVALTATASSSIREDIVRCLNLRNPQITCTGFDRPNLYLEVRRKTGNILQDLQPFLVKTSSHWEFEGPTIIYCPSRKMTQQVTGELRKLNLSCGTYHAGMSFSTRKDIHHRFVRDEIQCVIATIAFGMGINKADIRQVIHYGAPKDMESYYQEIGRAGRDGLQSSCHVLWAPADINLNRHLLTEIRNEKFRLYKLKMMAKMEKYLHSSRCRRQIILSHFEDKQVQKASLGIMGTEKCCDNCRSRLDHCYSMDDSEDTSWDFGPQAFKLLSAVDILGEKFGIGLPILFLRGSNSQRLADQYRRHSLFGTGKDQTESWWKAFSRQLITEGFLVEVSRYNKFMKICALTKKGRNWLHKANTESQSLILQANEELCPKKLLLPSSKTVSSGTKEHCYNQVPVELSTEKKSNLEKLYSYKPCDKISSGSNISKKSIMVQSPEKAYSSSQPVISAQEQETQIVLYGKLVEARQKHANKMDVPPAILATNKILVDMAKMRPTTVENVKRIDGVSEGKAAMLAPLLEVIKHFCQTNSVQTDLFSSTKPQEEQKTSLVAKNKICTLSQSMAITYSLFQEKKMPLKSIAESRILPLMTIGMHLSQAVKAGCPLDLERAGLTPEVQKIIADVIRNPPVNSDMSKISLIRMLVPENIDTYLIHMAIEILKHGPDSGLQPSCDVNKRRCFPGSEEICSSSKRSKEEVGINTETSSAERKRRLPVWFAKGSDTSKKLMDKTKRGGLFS
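Kinetic red-fluorescence monitoring (525/598 nm) tracks WRN helicase activity after 100 nM fluorophore-quencher forked duplex and 2 mM ATP are added to 20 nM enzyme pretreated 15 min at room temperature with compound.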
PI5P4K alpha inh: qHTS for Inhibitors of phosphatidylinositol 5-phosphate 4-kinase (PI5P4K); Phosphatidylinositol 5-phosphate 4-kinase type-2 alpha (Homo sapiens), P48426; PI5P4Kalpha enzyme, ADP-Glo luminescence, 60 min; hits give low values; max response, %; hit rate 1.2% among 330,000; active = max response of -50% or lower; inconclusive = between -30% and -50%; inactive = -30% or higher; also: value at the top dose of about 77 µM; % is scaled to controls: 0 for no effect and ±100 for the full control effect
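Quantitative HTS of the MLSMR library against PI5P4Kalpha with substrate. ATP added last at 5 microM final; room temperature, 60 minutes. Remaining ATP depleted, ADP converted and read as luminescence.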
EPAC1 agonist: qHTS for Agonist of cAMP-regulated guanine nucleotide exchange factor 3 (EPAC1): primary screen; Rap guanine nucleotide exchange factor 3 (Homo sapiens), O95398; AID 720707, 2013; Potency, µM (doses to about 154 µM), for the others: at the highest dose activation, actives largely listed as activators; EPAC1 agonist qHTS, biochemical assay; response scale: 100% = response to 6.5 mM cAMP; hit rate 0.073% among 360,000; also: potency is read from the fitted curve at half-maximal effect; nearly all actives have a fitted effect of over 60% in size
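Normalized to 6.5 mM cAMP, activity reflects EPAC1-catalysed release of BODIPY-GDP from Rap1B, followed kinetically over 30 min at 480 nm excitation, 540 nm emission. Reaction contained 100 nM EPAC1, 250 nM Rap1B-BODIPY-GDP, 50 uM GDP.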
CCT chaperon mod: High-Throughput Screening for Modulators of Cytosolic Chaperonin Activity. activity change, % (test concentration not listed), hits read low. AID 651819, 2012. purified chaperonin ATPase assay, HTRF ADP detection, 30 min. hit rate 0.3% among 360,000; in the data active = activity change below about -30%; also: % is scaled to controls: 0 for no effect and ±100 for the full control effect
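We incubate TRiC, 40 or 20 nM final, with library compounds at 76 uM and 10 uM ATP for 30 min at 37 °C. ADP formed is detected with Transcreener HTRF reagents after 30 min at room temperature.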
EPAC2 antagonist: qHTS for Antagonist of cAMP-regulated guanine nucleotide exchange factor 2 (EPAC2): primary screen; AID 720708, 2013; hit rate 0.18% among 360,000; EPAC2 GEF exchange of Rap1B-BODIPY-GDP, fluorescence; Potency, µM (top dose mostly 114 µM), inactives show at the top dose activity, negative = inhibition, hits mostly inhibitors; also: potency is read from the fitted curve at half-maximal effect; % is scaled to controls: 0 for no effect and ±100 for the full control effect; nearly all actives have a fitted effect of over 45% in size; many of its hits are not listed in these tables
PLK1 PBD inh: qHTS for Inhibitors of PLK1-PDB (polo-like kinase 1 - polo-box domain): Primary Screen; Plk1 PBD binding of FITC phosphopeptide, fluorescence polarization; Potency, µM, for the others: max response, negative = inhibition, most hits filed as inhibitors; hit rate 2.8% among 360,000; AID 720504, 2013; also: potency is read from the fitted curve at half-maximal effect; series mostly up to about 57 µM; % is scaled to controls: 0 for no effect and ±100 for the full control effect; nearly all actives have a fitted effect of over 65% in size
EPAC1 antag: qHTS for Antagonist of cAMP-regulated guanine nucleotide exchange factor 3 (EPAC1): primary screen | Rap guanine nucleotide exchange factor 3 (Homo sapiens), O95398 | EPAC1 GEF assay, Rap1b-BODIPY-GDP exchange fluorescence | Potency, µM (top dose mostly 115 µM), for the others: at the top dose activity change, negative = inhibition, most hits filed as inhibitors | hit rate 0.14% among 360,000 | AID 720709, 2013;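 also: potency is read from the fitted curve at half-maximal effect; plate controls were vehicle for no effect and positive control for full effect; nearly all actives have a fitted effect of over 50% in size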
Mm-Cpn inhibitor: Inhibitors of TCP-1 ring complex (TRiC) of Methanococcus maripaludis (MmCpn): qHTS; Chaperonin Mm-Cpn (Methanococcus maripaludis); purified Mm-Cpn ATPase, ADP Transcreener TR-FRET; Potency, µM (top dose mostly 76.9 µM), for the others: at the highest dose activity, negative = inhibition, usual class: inhibitors; hit rate 0.031% among 330,000; AID 504842, 2011; also: potency is read from the fitted curve at half-maximal effect; % is scaled to controls: 0 for no effect and ±100 for the full control effect; nearly all actives have a fitted effect of over 80% in size
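Compound-treated chaperonin, 25 nM final, turns over 10 uM ATP at 37°C for 30 min following a 10 min preincubation; ADP generated competes with ADP-d2 for Eu-cryptate antibody, lowering FRET.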
Active calls of the source: *; ? = inconclusive; . = not tested or not shown; [ ] = remark or other dose. Unless noted, calls follow the shape of the dose curve; as a rule, active = well fitted curve in the direction sought with a large enough effect; inconclusive = small, poorly fitted or top-dose-only effect, or another doubt; inactive = no such curve, though single readings can be large; an effect the other way counts as inactive or inconclusive.

SMILES	WRN inhibitor	PI5P4K alpha inh	EPAC1 agonist	CCT chaperon mod	EPAC2 antagonist	PLK1 PBD inh	EPAC1 antag	Mm-Cpn inhibitor
Cc1ccsc1-c1nc(CN2C[C@@H](C)O[C@@H](C)C2)c(C)o1	0.4%	0.4	1.6%	0.7	-1.1%	18.7%	-9.3%	4.0%
CCCCC(=O)Nc1cccc(C(=O)Nc2ccccc2C(=O)O)c1	-19.0%	-10.7	3.2%	-2.3	3.8%	-13.2%	-18.4%	-7.7%
COc1ccc(C(=O)NCCCCCC(=O)N/N=C/c2ccco2)cc1OC	-2.2%	2.4	2.9%	-0.1	6.3%	-5.6%	-1.5%	0.9%
O=C1Cc2ccccc2C(=O)N1Cc1cccc(Cl)c1	6.5%	1.2	0.9%	-2.0	-11.9%	1.9%	4.1%	1.1%
CC1(C)CC(=O)C2=C(C1)OC(N)=C(C#N)C21C(=O)N(Cc2ccccc2Cl)c2ccccc21 (stereo not given)	-5.9%	2.3	5.6%	-2.6	3.0%	4.3%	1.1%	1.1%
Cc1cccc(C)c1NC(=O)CNC(=O)C(C)NC(C)c1ccccc1Br (stereo not given)	-1.3%	6.6	-1.1%	-0.8	7.9%	2.5%	9.5%	0.0%
O=C(O)CC(Cc1ccc(Br)cc1)C(=O)O (stereo not given)	-1.8%[57.1 µM]	-4.2	-2.7%	0.9	3.0%	-9.8%	-3.0%	-0.3%
CN(C)c1cccc(C(=O)NCC(c2ccco2)N(C)C)c1 (stereo not given)	6.0%	2.0	4.7%	-2.5	0.5%	0.5%	0.0%	-0.9%
NC(=O)CC(NC(=O)c1ccccc1)c1ccc(N2CCN(c3ccccc3)CC2)c([N+](=O)[O-])c1 (stereo not given)	2.0%	3.8	2.8%	-0.9	8.8%	-13.2%	-7.4%	0.2%
O=C(NCC1CCN(Cc2ccc(F)cc2)CC1)Nc1cc(F)ccc1F	-0.4%	-2.7	7.2%	0.4	4.7%	-7.5%	-5.8%	0.2%
Cc1cc(C)nc(NS(=O)(=O)c2ccc(NC(=O)c3cccc(N4C(=O)CCC4=O)c3)cc2)n1	-19.8%	11.7	-12.3%	0.0	-12.4%	-11.1%	?	1.2%
CCOc1ccc(NS(=O)(=O)c2ccc(NS(C)(=O)=O)cc2)cc1	-14.6%	3.4	-0.6%	-0.4	15.7%[57.1 µM]	-1.0%	10.3%	-0.3%
CN(C)CCNC(=O)c1cccc(-c2cnc3c(NC=O)cc(-c4ccc(F)cc4)cn23)c1	?	-3.2	4.4%	-1.5	8.4%	-15.1%	-1.4%	.
CCNC(=S)Nc1ccc(S(=O)(=O)Nc2cc(C)nc(C)n2)cc1	-3.8%[57.1 µM]	5.0	13.9%	1.4	1.7%	-3.6%	-21.5%	2.2%
COc1ccc(/C=C(\C#N)C(=O)OCC(=O)N2CC(C)OC(C)C2)cc1 (stereo not given)	-1.3%	-2.2	-1.0%	-1.8	-3.1%	-2.7%	-9.3%	2.3%
O=C(CSc1nnc2ccccn12)NNC(=O)c1ccccc1F	2.4%	7.1	-1.7%	0.8	11.7%	7.7%	6.7%	-2.6%
CCOC(=O)c1c(-c2ccccc2)nc2ccc(C)cn12	1.4%	5.9	-6.3%	-0.7	8.7%[57.1 µM]	-0.3%	13.4%	1.8%
COC(=O)CSc1nnc(-c2ccco2)n1-c1ccc(C)cc1	-0.6%	-0.7	8.3%	-1.2	-1.4%	-0.8%	0.6%	-1.5%
CSCC[C@H](NC(=O)Nc1ccc(OC(F)(F)F)cc1)C(=O)O	-2.2%	-3.2	2.9%	0.3	-7.8%	-13.2%	-9.0%	-4.1%
Cc1cc(C)c2c(c1)c(C)cc1nnc(SCC(=O)c3cccs3)n12	4.0%	-0.4	-0.8%	1.9	5.2%	0.1%	6.1%	-0.3%

Arranged by molar mass (highest first): 3 of the compounds above
SMILES	WRN inhibitor	PI5P4K alpha inh	EPAC1 agonist	CCT chaperon mod	EPAC2 antagonist	PLK1 PBD inh	EPAC1 antag	Mm-Cpn inhibitor
CSCC[C@H](NC(=O)Nc1ccc(OC(F)(F)F)cc1)C(=O)O	-2.2%	-3.2	2.9%	0.3	-7.8%	-13.2%	-9.0%	-4.1%
O=C(CSc1nnc2ccccn12)NNC(=O)c1ccccc1F	2.4%	7.1	-1.7%	0.8	11.7%	7.7%	6.7%	-2.6%
O=C(O)CC(Cc1ccc(Br)cc1)C(=O)O (stereo not given)	-1.8%[57.1 µM]	-4.2	-2.7%	0.9	3.0%	-9.8%	-3.0%	-0.3%

Next results:
SMILES	WRN inhibitor	PI5P4K alpha inh	EPAC1 agonist	CCT chaperon mod	EPAC2 antagonist	PLK1 PBD inh	EPAC1 antag	Mm-Cpn inhibitor
C[C@H](CO)N1C[C@H](C)[C@@H](CN(C)S(=O)(=O)c2ccc(F)cc2)Oc2c(NC(=O)Nc3ccccc3)cccc2C1=O	6.9%	1.8	6.2%	-2.3	-13.4%	-2.1%	0.7%	-0.4%
COc1ccc(CCNC(=O)CN2CCC(C)CC2)cc1OC	-6.2%	3.4	4.3%	2.1	-9.4%	-11.5%	-1.8%	-0.2%
COC(=O)c1c(N)sc2c1CC(C)(C)OC2	-5.5%	-0.6	-6.5%	-3.3	0.0%	-9.3%	-1.0%	1.8%
CCC1S/C(=N/N=C/c2ccco2)NC1=O (stereo not given)	7.0%	17.3	-1.7%	2.1	-5.3%	-3.6%	-12.3%	0.5%
CC(=O)c1ccc2c(c1)OCCOCCOCCOCCOCCO2	-0.2%	-2.1	1.0%	0.3	18.5%	-1.1%	15.8%	2.2%
COc1ccc(-c2cnc(C(O)c3ccc(CN4CCCCC4)cc3)[nH]2)cc1 (stereo not given)	0.7%[57.1 µM]	4.1	-14.5%	-1.6	-5.7%	-12.5%	-5.5%	.
CC(=O)c1cnc2c(-c3ccc(Cl)cc3)cnn2c1C	14.4%	9.7	2.4%	0.5	0.7%	29.9µM*	-7.5%	-12.9%
COc1cccc(C(=O)N/N=C/c2ccc(OC)c(COc3ccccc3C(N)=O)c2)c1	-3.1%	-9.8	7.1%	-3.1	0.6%	-15.9%	11.8%	-1.1%
CN1CCN(CCCn2cnc3c(=O)oc4ccccc4c32)CC1	5.2%	-4.5	-4.7%	-0.5	7.6%	0.8%	-7.1%	-0.6%
COc1cc(CN(C)CCc2ccccn2)cc(OC)c1OC	-7.2%	-13.8	8.2%	0.6	1.6%	-2.7%	0.0%	2.3%
Cc1ccc2oc(C(=O)Nc3ccc(S(=O)(=O)Nc4onc(C)c4C)cc3)c(C)c2c1	5.6%	-2.3	-19.6%	0.0	?	-21.4%	-22.1%	-0.8%
O=C(CN1CCN(S(=O)(=O)c2ccc(F)cc2)CC1)NC1CCCC1	0.8%	0.5	-9.6%	1.9	13.9%	-2.6%	12.7%	-4.0%
CC(=O)N1CCn2c3ccc(C)cc3c3cccc1c32	-7.2%	16.2	4.3%	-1.1	-3.7%	-16.4%	-11.9%	-1.8%
COC(=O)C(NC(C)=O)(Nc1ccccc1)C(=O)OC	8.2%	1.4	10.6%	-3.6	-1.9%	-9.9%	-0.4%	1.5%
CCC(=O)Oc1ccc(C(=O)Nc2cccc(C(=O)NCC(C)C)c2)cc1	-29.6%[57.1 µM]	-10.1	7.5%	-2.3	-1.6%	-12.3%	-21.2%	-1.2%
O=c1oc(/C=C/c2ccc([N+](=O)[O-])s2)nc2ccccc12	5.8%	-0.1	12.0%	-1.4	-1.0%	-18.4%	5.3%	0.4%
COc1ccccc1NC(=O)c1ccc(NC(=O)COC(=O)C2CC2C)cc1 (stereo not given)	-28.4%	-6.8	7.4%	-2.9	-4.4%	-11.8%	-19.2%	-0.1%
CCOC(=O)c1ccc(NC(=O)COc2ccc(CNCCO)cc2OCC)cc1	0.3%	2.5	8.6%	0.5	-3.2%	1.8%	0.8%	0.0%
CC(C)CC(NC(=O)C(NC(=O)OC(C)(C)C)C(C)C)C(=O)N1CCCC1C(N)=O (stereo not given)	-2.4%	10.1	-9.8%	-3.0	5.2%	-0.7%	7.4%	-0.4%
NC(=O)CSc1nc(-c2ccccc2)c(-c2ccccc2)o1	-10.0%[57.1 µM]	.	16.5%	-2.4	-4.7%	-6.8%	4.7%	-2.1%
Cc1ccc(NC(=O)Cc2cccs2)cc1Cl	-16.8%	-15.8	-3.9%	1.6	-1.8%	-1.3%	-5.3%	2.5%
CC(=O)c1cnc(-c2ccccc2)s1	-4.9%	1.9	-2.5%	1.8	-1.5%	-8.1%	-16.7%	-3.4%
COc1ccccc1CN(C)C(=O)c1cccc(S(=O)(=O)N2CCc3ccccc3C2)c1	-12.0%	8.4	5.6%	-1.2	-0.9%	2.6%	-11.8%	-2.0%
Cc1cc(C)c2c(=O)n(CC(=O)Nc3cccc(F)c3)sc2n1	-0.1%	-66.8*	-12.4%	-0.7	3.6%	1.89µM*	-3.3%	-1.1%
CCOC(=O)N1CCC(Nc2c(NCCCN3CCN(CC)CC3)c(=O)c2=O)CC1	-6.0%	-0.6	0.9%	-3.9	3.1%	3.8%	6.1%	0.7%
COc1cccc(C(=O)c2c(C)c(CCC#N)n3ccccc23)c1OC	0.4%	-6.2	2.7%	3.0	-7.7%	-0.2%	-2.5%	-0.9%
O=C(COC(=O)c1ccc2ncsc2c1)Nc1ccc(Cl)cc1	5.2%	-7.4	-1.1%	-0.7	-2.4%	-16.4%	3.7%	?
Cc1ccccc1Nc1nnc(SCC(=O)NCc2ccco2)s1	-29.8%	?	6.6%	1.6	0.8%	-8.9%	-6.6%	-0.1%
CNC(=O)C1(C)CCN1C(=O)Cc1ccc(C(C)C)cc1 (stereo not given)	-2.9%	2.3	-1.9%	0.7	15.6%	3.4%	-5.1%	.
COc1ccccc1NC(=O)c1ccc(S(=O)(=O)N2CCCC2)cc1	-8.7%	-1.5	11.6%	0.8	-7.4%	-1.8%	-7.6%	-1.6%
CC(C)NC(=O)C1CCN(Cc2cccc(Oc3ccccc3)c2)CC1	10.4%	-0.7	4.9%	-0.5	7.4%	-5.4%	-7.4%	0.8%
Cc1ccc(C(C)C)c(OCc2nnc(SCC(=O)Nc3nccs3)n2C)c1	-1.2%	.	-4.5%	-0.1	8.9%	-8.7%	9.5%	-1.2%

Some of the compounds tested. The share of hits here may be higher or lower than overall.
